# Source: PubChem
# Arr AP2 block = inhibitors of human beta-arrestin and AP2 interaction; FITC-arrestin peptide / GST-AP2 beads, flow cytometry; AP2 beta2 appendage carries R879A mutation; inhibition, % at 10 µM; actives 0.31% (n = 340,000); AID 504490;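 active = inhibition above a set limit, near 3 SD of compounds lacking own fluorescence, cut at about 54% in these data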;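 note: plate controls were DMSO wells for no effect and 5 µM unlabelled arrestin peptide for full effect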
#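 Material – AP2 appendage R879A on GSH beads · Buffer or medium – PBS with 0.05% Tween 20 and 0.1% BSA · Probe or stimulus – fluorescein-tagged arrestin peptide at 50 nM final · Incubation – compound with beads 12 min RT, then probe 1 h RT · Detection – high-throughput flow cytometry of beads, ex 488, em 535 nm · Evaluation – percent response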
# SR-BI DiI-HDL act = SR-BI HDL lipid transfer activation. CHO ldlA[mSR-BI] cells, DiI-HDL uptake fluorescence, 3 h; 100 = double the neutral-control signal. activation, % at 12.5 µM. actives 0.096% (n = 320,000);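 active = mean replicate activation of at least 60% and every replicate at or above 60%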;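 note: 0% = median plate neutral-control signal and 100% = twice that signal; values of inactives mirror those of a sister screen read the other way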
#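 material = CHO ldlA[mSR-BI] cells | medium = Ham's F12 with 0.5% BSA, HEPES 25 mM, pH 7.4 | reagent = fluorescent DiI-HDL, 10 µg/mL final | compound dosing = single-point compound dose | incubation = 3 h, 37 °C | measured by = bottom-read fluorescence, 550/595 nm | measure = HDL uptake via cellular fluorescence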
# Keap1 Nrf2 FP = inhibitors of human Keap1-Nrf2 protein-protein interaction; actives 0.15% (n = 340,000); AID 504523; Keap1 Kelch-Nrf2 peptide fluorescence polarization, 1536-well; Q14145; inhibition, % at 9.4 µM; in the data active = inhibition above about 12%;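 note: human Keap1 Kelch domain with fluorescein labeled Nrf2 9mer peptide probe; 0% = neutral control wells and 100% = peptide positive control; higher means more block of Keap1 binding to Nrf2 peptide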
# Target sequence (Q14145 whole entry, looked up, the tested form may be a part): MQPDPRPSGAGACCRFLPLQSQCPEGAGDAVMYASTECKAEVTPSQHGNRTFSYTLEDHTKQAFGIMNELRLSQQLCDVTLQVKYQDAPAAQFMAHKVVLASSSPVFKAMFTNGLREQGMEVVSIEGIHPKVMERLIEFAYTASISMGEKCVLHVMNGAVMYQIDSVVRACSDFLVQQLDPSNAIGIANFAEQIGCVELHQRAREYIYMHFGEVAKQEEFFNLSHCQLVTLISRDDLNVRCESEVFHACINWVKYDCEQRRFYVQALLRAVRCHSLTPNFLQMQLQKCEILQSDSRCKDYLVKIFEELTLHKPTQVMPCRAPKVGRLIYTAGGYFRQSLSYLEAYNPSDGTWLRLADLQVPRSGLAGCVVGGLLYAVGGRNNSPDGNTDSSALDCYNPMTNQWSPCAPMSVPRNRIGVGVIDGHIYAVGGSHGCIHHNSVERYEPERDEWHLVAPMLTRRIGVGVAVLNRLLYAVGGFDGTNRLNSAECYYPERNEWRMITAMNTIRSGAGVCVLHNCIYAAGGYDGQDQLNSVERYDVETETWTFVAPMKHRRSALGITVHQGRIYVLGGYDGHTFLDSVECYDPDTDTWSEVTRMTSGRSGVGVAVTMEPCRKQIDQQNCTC
# PKA-R2B act = activators of human PKA-R2B complex; P22694+P31323; PKA-R2B holoenzyme dissociation, Cy5-IP20 fluorescence polarization; R2B truncated from residue 108, S112A mutant; 0% DMSO only, 100% 113 µM cGMP; activation, % at 11.4 µM; actives 0.079% (n = 340,000); AID 504700;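 active = activation above a cutoff set at the mean over all compounds plus 3 SD, cut at about 18% in these data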;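 note: higher means more holoenzyme dissociation and a rise in polarization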
# LANA DNA inh = blocks KSHV LANA C-terminal domain binding to DNA | MBP-C-LANA/FAM-LBS DNA binding, fluorescence polarization | inhibition, % at 9 µM | actives 0.078% (n = 340,000);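 active = highest replicate inhibition at or above 60% at 9 µM, even if other replicates fall short; inactive = all replicates below 60% inhibition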;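 note: 0% = neutral control wells and 100% = 4 µM acridine orange control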
# DAGLB inhibitor = diacylglycerol lipase beta (human) inhibition; Q8NCG7; HEK293T DAGLB membrane lysate, EnzChek fluorogenic substrate; inhibition, % at 5.17 µM; actives 0.059% (n = 340,000); in the data active = inhibition above about 34%;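 note: 0% = enzyme with vehicle and 100% = wells lacking enzyme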
# RTF Ca sens inh = cardiac RTF calcium desensitization; IANBD-labeled cardiac RTF, Ca2+ fluorescence; actives 0.12% (n = 340,000); AID 493244; inhibition, % at 7.15 µM;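 active = inhibition above the mean inhibition of all tested compounds plus 3 SD, cut at about 17% in these data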;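 note: assay run at fixed EC70 calcium of 1.6 mM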
# SR-BI DiI inh = inhibitors of mouse SR-BI mediated HDL lipid uptake | Q61009 | ldlA[mSR-BI] CHO cells, DiI-HDL uptake fluorescence, 3 h | inhibition, % at 12.5 µM | actives 0.96% (n = 320,000) | AID 488896;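 active = mean replicate inhibition of at least 70% and a set share of replicates each scoring 70 or more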;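 note: 0% = median of neutral control wells and 100% = median of positive control wells; values of inactives mirror those of a sister screen read the other way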
# Target sequence (Q61009 whole entry, looked up): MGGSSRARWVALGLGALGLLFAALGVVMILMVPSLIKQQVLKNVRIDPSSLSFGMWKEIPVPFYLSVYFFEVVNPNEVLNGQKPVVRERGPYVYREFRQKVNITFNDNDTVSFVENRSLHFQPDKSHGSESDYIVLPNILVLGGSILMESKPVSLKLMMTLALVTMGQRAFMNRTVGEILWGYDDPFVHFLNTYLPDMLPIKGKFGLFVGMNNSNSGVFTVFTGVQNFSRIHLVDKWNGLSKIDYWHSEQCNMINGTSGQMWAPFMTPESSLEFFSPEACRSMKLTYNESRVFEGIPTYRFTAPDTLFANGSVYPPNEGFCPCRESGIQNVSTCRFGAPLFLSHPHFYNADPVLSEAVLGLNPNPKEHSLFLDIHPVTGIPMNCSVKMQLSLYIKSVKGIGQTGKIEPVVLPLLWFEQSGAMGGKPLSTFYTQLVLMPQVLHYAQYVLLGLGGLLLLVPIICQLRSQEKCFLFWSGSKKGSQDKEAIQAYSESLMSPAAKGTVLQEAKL
# NSD2 inh = NSD2 (human) methyltransferase inhibition; O96028; NSD2 peptide methylation, AlphaScreen, 120 min; inhibition, % at 12.5 µM; actives 0.54% (n = 310,000); in the data active = inhibition above about 50%
# PvdQ inh = P. aeruginosa PvdQ acylase inhibition. purified PvdQ acylase, fluorescence plate reader. actives 0.063% (n = 340,000). inhibition, % at 10 µM. AID 488965; in the data active = inhibition above about 30%, passing the limit was not always enough;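 note: 0% = vehicle neutral wells and 100% = reference inhibitor wells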
# Numbers without * were called inactive; . = not tested or not shown.
SMILES,Arr AP2 block,SR-BI DiI-HDL act,Keap1 Nrf2 FP,PKA-R2B act,LANA DNA inh,DAGLB inhibitor,RTF Ca sens inh,SR-BI DiI inh,NSD2 inh,PvdQ inh
CC1CN(C(=O)COC(=O)c2ccc(N(C)C)cc2)CC(C)O1 (configuration not stated),-6,-9,4,6,0.8,0,-3,9,0,-8
Cc1ccc2nc(-c3sc4nc(C)cc(C)c4c3N)[nH]c2c1,2,-59,5,-8,-0.9,3,2,59,-2,-11
CC1CCCN(C(=O)C2COc3ccccc3O2)C1 (configuration not stated),20,25,-6,-7,-0.2,2,3,-25,-3,10
CC(=O)N1CCN2C(=O)C1CCCC(=O)c1cc(C3CCCCC3)ccc12 (configuration not stated),2,-17,-1,6,-1.4,-1,-3,17,-2,-14
CC(C)C(=O)NC(Nc1ccccc1F)C(Cl)(Cl)Cl (configuration not stated),6,21,1,6,-0.7,1,-7,-21,-2,-1
CCNc1cc(O)ccc1C,44,1,7,-5,12,-1,-21,-1,.,-2
COc1ccc2cc(C(=O)C3CCCN(C(=O)CCc4cnn(C)c4)C3)ccc2c1 (configuration not stated),17,-10,4,-10,-1.3,0,11,10,0,2
Cc1onc(-c2ccccc2)c1C(=O)N/N=C/c1cc2c(cc1Br)OCO2,7,-6,-1,1,-1.7,2,-21,6,-1,-8
CCCCCN1CSC(=S)N(Cc2ccccc2)C1,-10,-11,5,-3,-0.4,1,-3,11,0,-4
O=C(Nc1ccccc1C(=O)N1CCN(Cc2ccccc2)CC1)c1ccccc1,7,21,5,1,-2.0,-2,-6,-21,2,-1
Cc1ccc(NC(=O)c2onc(C)c2Cl)cc1,-1,-6,-4,-7,-1.3,-2,-7,6,.,-6
NC(=O)N/N=C/c1cc(Br)ccc1OCC(=O)NCc1ccccc1,12,13,-2,6,-0.1,-2,2,-13,-2,7
Cc1onc(-c2ccccc2Cl)c1C(=O)NC(=S)NCc1cccnc1,-7,4,0,-14,-0.5,-2,0,-4,0,-6
COCCCN1C(=O)c2ccc(C(=O)NCc3ccco3)cc2C1=O,-1,2,1,-7,0.7,2,-6,-2,17,-18
COc1ccc(NC2CCN(C3CC(=O)N(c4ccc(F)c(Cl)c4)C3=O)CC2)cc1 (configuration not stated),10,.,-3,1,-1.2,6,0,.,4,-5
O=C1c2ccccc2C(=O)N1CCc1nc(-c2ccccn2)no1,0,7,0,-10,1.8,-2,-4,-7,13,-6
Cc1ccc(C(=O)COC(=O)CNC(=O)Cc2ccccc2)cc1,-14,23,1,-7,-1.2,-1,10,-23,0,-8
CCn1c(N)c(C(=O)Nc2ccccc2C(=O)OC)sc1=S,28,-46,-1,-1,2.6,1,-14,46,1,-7
CNS(=O)(=O)c1cccc(C(=O)OCC(=O)Nc2ccc(Cl)cn2)c1,4,6,-1,9,0.0,0,0,-6,-1,-3
COc1ccc(C(C(=O)Nc2ccc3c(c2)OCO3)N(C)C(=O)Cc2c[nH]c3ccccc23)cc1 (configuration not stated),43,-14,2,-3,-0.2,-1,-5,14,-1,-9
COc1cccc(N2CCN(C(=S)Nc3cc(C)cc(C)c3)CC2)c1,16,-23,2,9,-1.0,-3,0,23,4,8
COC(=O)c1ccc(/C=C(\C#N)C(=O)NC(C)c2ccccc2)cc1 (configuration not stated),32,-4,-19,-6,-0.4,-3,6,4,4,4
COc1cc(C(=O)NC(=S)Nc2ccc(NC(=O)c3ccco3)cc2)cc(OC)c1OC,20,-56,-6,-19,0.3,-1,-16,56,-1,4
CCOc1ccc(OCC)c(NC(=O)C2CCCN(S(=O)(=O)c3cccs3)C2)c1 (configuration not stated),10,-51,1,-7,0.4,-4,-6,51,.,-3
CN(Cc1ccccc1)C(=O)c1cccc(NC(=O)Cc2ccc(NC(=O)C3CCCN(C(=O)CCc4ccccc4)C3)cc2)c1 (configuration not stated),-18,-44,-6,8,4.1,-2,-12,44,.,-21
O=C(Nc1ccccc1)C1CCCN1S(=O)(=O)c1ccc(Br)cc1 (configuration not stated),23,11,-1,-2,0.4,-5,-1,-11,-2,1
COc1ccc(/C=N/NC(=O)CNc2c(Br)cc(C)cc2Br)c(C(=O)O)c1OC,-4,5,-1,3,0.3,-2,1,-5,2,-15
NS(=O)(=O)c1ccc(CCNC(=O)NC23CC4CC(CC(C4)C2)C3)cc1,12,22,-2,-1,-0.3,-6,-3,-22,-3,-15
O=C(c1cc2cc([N+](=O)[O-])ccc2oc1=O)N1CCN(c2ncccn2)CC1,1,8,-3,9,-0.1,0,-7,-8,.,-8
CN1OC(COC(=O)c2ccccc2)CC1c1ccccc1 (configuration not stated),-5,-9,-1,0,0.7,-9,2,9,0,-8
CCc1ccc(CN2CCC(Oc3ccc(C(=O)NCc4ccccn4)cc3)CC2)o1,2,-6,-11,-2,5.2,1,0,6,17,-7
COC(=O)C(C)n1cnc2c(nnn2-c2ccc(F)cc2)c1=O (configuration not stated),-4,10,-1,8,1.7,5,4,-10,.,-8
CC(C)c1ccc(Nc2ncccc2C(=O)O)cc1,2,7,0,7,0.7,7,-7,-7,-4,-5
C[C@H]1C=C(C(=O)N2CCN(Cc3ccc4c(c3)OCO4)CC2)O[C@@H](OCc2ccc(CO)cc2)C1,-1,-5,1,0,-1.1,-2,-8,5,.,0
COc1ccc(Nc2nc(NCc3ccco3)nc(N/N=C/c3ccc(O)cc3)n2)cc1,-6,-42,-4,0,-0.3,0,-12,42,0,-7
CCn1c(O)c(N=NC(=O)Cc2csc(N3CCOCC3)n2)c2ccccc21,31,-16,1,0,-0.3,-5,-1,16,8,11
O=C(c1ccco1)N1CCN=C1SCc1cccc(Cl)c1,5,-1,-2,-21,0.7,-1,-3,1,.,7
COc1cccc(NC(=O)Nc2ccccc2Br)c1,-7,-57,-4,-8,-1.2,1,-10,57,-1,-9
Cc1cc(=O)nc2c3ccccc3n(C(C)C(=O)Nc3c(F)c(F)c(F)c(F)c3F)n12 (configuration not stated),-24,17,0,-6,0.6,-2,-2,-17,-2,-20
O=C(CCOc1ccccc1)NNC(=O)c1ccccc1,-4,12,3,-9,-0.3,-1,-9,-12,-1,-8

# Part of the list above, with values under each structure.
# Each structure is followed by: Arr AP2 block | SR-BI DiI-HDL act | Keap1 Nrf2 FP | PKA-R2B act | LANA DNA inh | DAGLB inhibitor | RTF Ca sens inh | SR-BI DiI inh | NSD2 inh | PvdQ inh
COc1ccc(Nc2nc(NCc3ccco3)nc(N/N=C/c3ccc(O)cc3)n2)cc1
  -6 | -42 | -4 | 0 | -0.3 | 0 | -12 | 42 | 0 | -7
Cc1onc(-c2ccccc2Cl)c1C(=O)NC(=S)NCc1cccnc1
  -7 | 4 | 0 | -14 | -0.5 | -2 | 0 | -4 | 0 | -6
CC1CCCN(C(=O)C2COc3ccccc3O2)C1 (configuration not stated)
  20 | 25 | -6 | -7 | -0.2 | 2 | 3 | -25 | -3 | 10
O=C(c1ccco1)N1CCN=C1SCc1cccc(Cl)c1
  5 | -1 | -2 | -21 | 0.7 | -1 | -3 | 1 | . | 7

# The list continues:
SMILES,Arr AP2 block,SR-BI DiI-HDL act,Keap1 Nrf2 FP,PKA-R2B act,LANA DNA inh,DAGLB inhibitor,RTF Ca sens inh,SR-BI DiI inh,NSD2 inh,PvdQ inh
CCN(CC)C(=O)c1ccc(-c2nnc(Nc3ccc(C(=O)NC)cc3)c3ccccc23)cc1,9,-24,2,5,1.2,0,-4,24,1,-6
CC(=O)Oc1c(C(C)C)cc(N(C(C)=O)c2ccccc2)cc1C(C)C,15,-29,-5,0,1.1,0,-6,29,8,-7
O=C(c1cccnc1)c1cccnc1,-2,11,-1,2,1.7,0,-17,-11,-1,6
O=C1CN(C(=O)COC(=O)c2ccccc2Br)c2ccccc2N1,4,-38,-1,8,-1.8,2,1,38,0,1
CN=C1NN=C(c2cc(C)n(-c3c(C)n(C)n(-c4ccccc4)c3=O)c2C)CS1,9,6,-5,-19,1.7,2,-7,-6,-1,-7
N#C/C=C/N1CCC(Cc2ccccc2)CC1,24,.,-2,-1,0.1,-3,5,.,1,4
Cc1ccc(C)c(NC(=O)CCn2cnnn2)c1,23,5,2,-1,1.6,-2,1,-5,-1,6
Cc1ccc(C)c(NS(=O)(=O)c2cc(C(=O)NCCC3=CCCCC3)ccc2C)c1,-7,-28,-5,-13,-2.0,-4,8,28,0,0
O=C(COC(=O)c1ccc(O)cc1)c1ccc2c(c1)OCCO2,-2,3,4,-2,-1.0,-2,-6,-3,-2,5
COc1ccc2c(=O)cc(CO)oc2c1,3,-2,1,-4,3.2,-2,-7,2,.,-15
O=C(NC1CCCC1)c1cc(COc2ccc3ncccc3c2)on1,7,13,-4,-9,-12,1,-12,-13,-1,-13
COc1ccccc1OCCNC(=O)c1cc(=O)[nH]c2ccccc12,4,-6,-5,-5,-0.6,0,-1,6,-2,0
CCOc1cc(NC(=O)C2CC2)c(OCC)cc1NC(=O)c1ccccc1OCC,-6,-72,5,-13,1.7,-2,-20,72*,0,-9
c1cncc(-c2noc(C34CC5CC(CC(C5)C3)C4)n2)c1,1,-15,0,7,0.0,0,-1,15,-9,2
O=c1cc(O)c2sc3nc(-c4cccnc4)cc(C(F)(F)F)c3c2[nH]1,27,12,-1,-5,1.3,-1,5,-12,1,15
CCN1C(=O)CC(N2CCN(c3ccc(Cl)cc3)CC2)C1=O (configuration not stated),6,3,3,-1,2.5,1,-6,-3,1,-4
Cc1cccc(N(CC(=O)NC2CCCC2)C(=O)c2nsc(Cl)c2Cl)c1C,-1,-4,-2,6,-0.4,-5,-2,4,-2,-11
O=C(c1n[nH]c2ccccc12)N1CCCCC1,-14,5,-1,-13,-8.3,2,-7,-5,-1,-15
Cc1ccc2nc(C)c(C(=O)O)cc2c1,18,6,0,-4,1.3,1,4,-6,-1,-7
CC(CN1CCCCC1)NC(=O)c1cccs1 (configuration not stated),-1,-8,4,1,-2.0,2,-7,8,-2,-12
COc1ccc(CNC(=O)[C@H](Cc2c[nH]c3ccccc23)NC(=O)[C@@H]2Cc3ccccc3CN2)cc1,6,-11,-6,1,0.9,0,0,11,.,-12
Cc1ccc(O)c(C(CC(=O)NCc2cccnc2)c2ccccc2)c1 (configuration not stated),-6,23,-2,1,-2.1,-3,-6,-23,-1,-14
O=C(Cc1cccs1)Nc1cc(SCCO)cc([N+](=O)[O-])c1,-4,3,-4,-3,0.7,-2,-6,-3,1,-14
O=C(OCn1nnc2ccccc2c1=O)c1cccs1,-9,10,4,-16,0.0,-1,-9,-10,.,-11
Nc1nonc1NN=C1CCCCC1,3,18,9,5,-3.9,-2,-8,-18,-1,4
O=C(CCCSc1nc2ccccc2[nH]1)NCc1ccc(Cl)cc1,-2,-3,-8,-7,1.0,-1,-13,3,-1,-13
Cc1ccc(NC(=S)N(CCN2CCCCC2)Cc2ccco2)cc1Cl,-8,-15,1,10,-2.6,-8,-10,15,-6,-2
